Screening data deposited in PubChem BioAssay by National Center for Advancing Translational Sciences (NCATS).
SNCA expr inhib: inhibitors of alpha-synuclein (SNCA) gene expression. 140,000 tested, 0.17% active. HEK-293 SNCA-luciferase knock-in, luminescence, 24 h. Potency, µM (highest dose often 57.2 µM), inactives show at the highest dose activity change, negative = inhibition, hits mostly inhibitors;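 further: potency means the concentration at half of the fitted maximal effect; plate controls were DMSO cells for no effect and cell-free wells for full effect; nearly all actives have a fitted effect of over 45% in size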
GPT2 inh: GPT2 alanine aminotransferase inhibition; AID 1671188; 100,000 tested, 0.25% active; Recombinant GPT2, coupled pyruvate oxidase/HRP Amplex Red fluorescence; Q8TD30; Potency, µM (series often up to 57.7 µM), for the others: at the top dose activity change, negative = inhibition, actives largely listed as inhibitors; further: potency means the concentration at half of the fitted maximal effect; nearly all actives have a fitted effect of over 60% in size; many of its hits are not listed in these tables
Target sequence (Q8TD30 whole entry, looked up): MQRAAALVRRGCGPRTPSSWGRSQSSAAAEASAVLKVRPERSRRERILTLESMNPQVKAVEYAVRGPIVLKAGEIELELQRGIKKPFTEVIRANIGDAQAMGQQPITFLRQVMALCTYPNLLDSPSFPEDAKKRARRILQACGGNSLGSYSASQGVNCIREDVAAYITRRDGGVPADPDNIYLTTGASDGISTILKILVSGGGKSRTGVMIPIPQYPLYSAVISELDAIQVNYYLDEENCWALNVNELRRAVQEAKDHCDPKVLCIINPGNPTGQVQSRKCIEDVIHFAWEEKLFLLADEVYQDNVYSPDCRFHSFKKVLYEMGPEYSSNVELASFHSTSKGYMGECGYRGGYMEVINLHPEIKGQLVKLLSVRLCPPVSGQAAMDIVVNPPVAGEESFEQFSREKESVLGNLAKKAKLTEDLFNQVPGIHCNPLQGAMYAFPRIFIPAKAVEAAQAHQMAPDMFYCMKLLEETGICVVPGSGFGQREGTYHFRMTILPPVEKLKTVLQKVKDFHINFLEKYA
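Fluorescence read-out: pyruvate from GPT2 turnover coupled to pyruvate oxidase, HRP and Amplex Red (0.2mM ThPP, 0.2U/mL PO and HRP, 50uM Amplex final). Substrates 250uM a-KG, 2mM L-alanine; enzyme 10ng/uL; 30 min RT.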
FLuc inh: blocks purified firefly luciferase enzyme activity | P08659 | purified P. pyralis luciferase, luminescence, biochemical | Potency, µM (highest dose often 115 µM), for the others: top-dose activity change, negative = inhibition, actives largely listed as inhibitors | 76,000 tested, 2.5% active; further: potency means the concentration at half of the fitted maximal effect; nearly all actives have a fitted effect of over 65% in size
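Inhibitors were tested against purified firefly luciferase in a biochemical, low-substrate format (both substrates at 10uM) and luminescence measured with a CCD imager.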
SNCA viab count: reduces viability of HEK-293 SNCA reporter cells; HEK-293-SNCA-luc viability, GF-AFC fluorescence, 24 h; Potency, µM (series often up to 57.1 µM), without a hit: at the highest dose activity change, negative = cytotoxicity, hits mostly cytotoxic; 150,000 tested, 0.12% active; AID 1671193;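 further: potency means the concentration at half of the fitted maximal effect; 0% = DMSO-treated cells and -100% = medium-only wells without cells; nearly all actives have a fitted effect of over 30% in size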
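Cytotoxicity counterscreen: after 24 h compound treatment of genome-edited SNCA-luciferase HEK-293 cells, live-cell protease substrate GF-AFC read by fluorescence after 30 min; activity scaled between DMSO (0%) and medium-only (-100%), curves Hill-fitted.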
HEK293 tox: cytotoxic compounds in HEK 293 cells; HEK 293 viability, ATP luminescence (CellTiter-Glo), 48-72 h; Potency, µM (doses to about 115 µM), for the others: top-dose activity change, negative = cytotoxicity, hits mostly inhibitors; 94,000 tested, 6.6% active; further: potency means the concentration at half of the fitted maximal effect; nearly all actives have a fitted effect of over 60% in size
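Cells seeded first (HEK 293, 250 cells/well), then compound added by pintool. Incubation ran 48 or 72 hr at 37 degree Celsius. CellTiter-Glo was added and luminescence imaged after 10 min at room temperature.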
IP6K1 inhibitor: IP6K1 kinase inhibition; IP6K1 kinase, ADP-Glo luminescence, 2 h; stronger effect = lower value; activity change, % (series mostly up to about 58 µM); 140,000 tested, 0.81% active; AID 1645851; in the data active means activity change below about -25%
Target sequence (Q92551 whole entry, looked up): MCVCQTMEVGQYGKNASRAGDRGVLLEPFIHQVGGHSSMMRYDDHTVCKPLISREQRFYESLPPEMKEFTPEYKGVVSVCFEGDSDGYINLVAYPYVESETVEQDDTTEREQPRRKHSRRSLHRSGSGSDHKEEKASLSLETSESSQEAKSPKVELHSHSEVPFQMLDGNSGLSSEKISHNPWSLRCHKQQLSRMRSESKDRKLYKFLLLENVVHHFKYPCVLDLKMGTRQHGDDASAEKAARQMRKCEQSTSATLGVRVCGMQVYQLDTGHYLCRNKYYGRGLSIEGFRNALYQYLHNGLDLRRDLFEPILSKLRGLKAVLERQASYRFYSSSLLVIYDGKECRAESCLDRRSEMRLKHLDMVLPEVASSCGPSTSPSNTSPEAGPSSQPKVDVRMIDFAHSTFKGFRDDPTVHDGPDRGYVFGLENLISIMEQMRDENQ
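ADP-Glo luminescence measures ADP made by human IP6K1 during a 2 h RT reaction with ATP/IP6 (mix at 1.3 mM/130 uM); top library doses 57.5 and 19.1 uM final.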
NIH3T3 tox: kills NIH 3T3 cells | NIH 3T3 viability, CellTiter-Glo ATP luminescence, 48-72 h | Potency, µM (titrated, usually from 96.7 µM), without a hit: top-dose activity change, negative = cytotoxicity, usual class: inhibitors | 94,000 tested, 4.3% active | AID 1345082; further: potency means the concentration at half of the fitted maximal effect; nearly all actives have a fitted effect of over 55% in size
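Mouse fibroblast NIH 3T3 cells, 400 per well, received compound via pintool and were incubated for 48 or 72 hr prior to CellTiter-Glo ATP luminescence measurement.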
Active calls of the source: *; i = inactive; ? = inconclusive; . = no result given; [ ] = another dose, or the depositor's remark. Unless noted, the call rests on the fitted dose curve; in most records, active means well fitted curve in the direction sought with a large enough effect; inconclusive means small, poorly fitted or top-dose-only effect, or another doubt; inactive means no such curve, though single readings can be large; an effect the other way counts as inactive or inconclusive. Unless noted, on the % scale 0 is the no-effect control and ±100 the full control effect.

SMILES	SNCA expr inhib	GPT2 inh	FLuc inh	SNCA viab count	HEK293 tox	IP6K1 inhibitor	NIH3T3 tox
CCc1ccccc1NC(=O)c1ccc2nc(CCc3ccccc3)oc2c1	59%[activator]	.	.	-3%	.	5	.
Cn1c(CNC(=O)C2CCCN(Cc3ccncc3)CCC(=O)NCC2)nc2ccccc21 (configuration not stated)	-27%	i	4%	2%	i	-4	4%
O=C(Cc1ccc(F)cc1)N1CCC2(CC1)CC(N(Cc1ccccc1)C1CC1)CCO2 (configuration not stated)	14%	i	-6%	8%	?	-1	?
O=C(CNC(=O)c1cccc(-c2ccsc2)c1)NCC1CC1	28%[87.6 µM]	0%[88.5 µM]	.	-1%[12.5 µM]	?	8	-12%[138 µM]
Cc1cc(C)cc(NC(=O)CN(C)S(=O)(=O)c2ccc3[nH]c4c(c3c2)CCCC4)c1	?	.	.	-17%	.	16	.
COc1ccc(C2C(C(=O)Nc3ccc(C)cc3C)=C(C)Nc3nc(SC)nn32)cc1OC (configuration not stated)	1%	.	.	3%	.	0	.
CCOc1ccc(Sc2cc(C(=O)NCCc3ccccc3)c3ccccc3n2)cc1	12%	.	.	7%	.	12	.
COc1cccc(NC(=O)NCc2ccc3c(c2)CCN3C(=O)c2ccccc2)c1	22%	.	.	-7%	.	-14	.
CCOC(=O)CN(Cc1ccccc1)C(C(=O)NC1CCCCC1)c1ccc(OC)cc1 (configuration not stated)	-30%	.	.	?	.	6	.
Cc1ccc(Cl)cc1N1CCN(c2ncnc3c2nc2n3CCCC2)CC1	59%[activator]	.	.	5%	.	13	.
Cc1ccc(NC(=O)C2CC(=O)N(c3n[nH]c4cc(Br)ccc34)C2)c(C)c1 (configuration not stated)	-19%	0%	1%	-7%	-2%	-1	-7%
COc1cc(Cl)ccc1-c1cccc(COc2cnc3c(ccn3CC(=O)O)c2)c1	2%[87.6 µM]	-5%[88.5 µM]	2%[172 µM]	3%[87.6 µM]	?	-15	-26%[138 µM]
O=C(NC1CCN(c2cc(-c3ccc(F)cc3)[nH]n2)CC1)c1cccnc1	-9%	i	6%	-1%	-1%	-1	-17%
CCOc1ccccc1NC(=O)Cn1c(-c2ccc(Cl)cc2)nc(C)c(CCO)c1=O	2%	i	3%	2%	1%	-3	-9%
CCc1ccc(C(=O)NC2CCN(c3cc(-c4cccs4)[nH]n3)CC2)cc1	-6%	-23%	-6%	1%	?	19	?
Cc1ccccc1C(=O)N1CC(N2C(=O)c3c(c(C)nn3-c3ccccc3)C2C(C)C)C1 (configuration not stated)	.	.	.	.	50µM*	1	?
O=C(c1cccc(Cl)c1)N1CCC(Cc2nc(-c3cnccn3)no2)CC1	-8%	-2%	5%	-11%	-11%	3	?
CCCCNC(=O)CN1CCN(c2ccc(NC(=O)c3ccc(OC)cc3)cc2C(=O)O)CC1	7%	.	.	-7%	.	11	.
COc1cccc(N2C(=O)NC(=NC3CCCC3)C23CCN([S+](=O)([O-])c2cccc(C(F)(F)F)c2)C3)c1 (configuration not stated)	-25%	i	.	-16%	-26%	4	-19%
COc1ccc(CN2C(=O)CO[C@H]3CN(Cc4ccc5c(c4)OCO5)C[C@H]32)cc1	9%[87.6 µM]	3%[88.5 µM]	-13%[172 µM]	-5%[87.6 µM]	?	3	?
CC[C@]1(O)C[C@H]2CN(CCC3C(=Nc4ccccc43)[C@@](C(=O)OC)(c3cc4c(cc3OC)N(C)[C@H]3[C@@](O)(C(N)=O)[C@H](O)[C@]5(CC)C=CCN6CC[C@]43[C@@H]65)C2)C1 (some centres not stated)	.	?	.	-27%	.	7	.
COc1ccc(/C=C(\C#N)c2nc(-c3cc4c(ccc5ccccc54)oc3=O)cs2)cc1O	6%	.	.	6%	.	4	.
Cc1nnc2n1CCC(N)CC2 (configuration not stated)	-24%	3%	-14%	-4%	-11%	-8	-9%
C=C1C(=CC=C2CCCC3(C)[C@@H]([C@H](C)C=CC=CC(O)(CC)CC)CC[C@@H]23)C[C@@H](O)C[C@@H]1O (some centres not stated)	-9%	i	.	-16%	.	.	.
CNC(=O)c1cnn2c1CN(C(=O)OC)CC2	?	-4%[88.5 µM]	.	1%[87.6 µM]	-14%[230 µM]	9	-10%[174 µM]
CCOc1ccccc1NC(=O)CCS(=O)(=O)c1ccc(OC)cc1	?	.	.	5%	.	7	.
O=C(NC1CCCC1)N1CCC(C(=O)N2CCC(c3nc4ncccc4[nH]3)CC2)CC1	-2%	-12%	.	11%	-1%	-1	-16%
O=C(NCC1CC1)c1csc(N2CCN(c3ccccc3F)CC2)n1	?	-1%	6%	-8%	35µM*	-16	13µM*
COCCn1cnnc1CCNc1cc(C2CC(O)C2)nc(N)n1 (configuration not stated)	11%	0%	2%	10%	i	-7	3%
COC(=O)c1cc(S(=O)(=O)NCC2CCN(Cc3cccc(F)c3)CC2)c[nH]1	25%	.	.	7%	.	-1	.
CN(C)c1ccc(CN2CCCC3(C2)C(=NC2CCCC2)NC(=O)N3c2cc(F)cc(F)c2)cc1 (configuration not stated)	1%	-21%	.	8%	-25%	-1	-30%
Cc1ccc(-c2noc([C@@H]3C[C@@H](O)CN3C3CCCCC3)n2)cc1F	77%[activator][87.6 µM]	-12%[88.5 µM]	50µM*	9%[87.6 µM]	-20%[172 µM]	7	-29%[174 µM]
O=C(NC[C@@H]1CCN(C(=O)Cc2ccccc2O)C[C@H]1O)C1CCCC1	-23%	i	14%	2%	3%	-11	i
CN1CCC(C(=O)N2Cc3ccccc3CC3(CCCN(CC4CCNCC4)C3)C2)CC1 (configuration not stated)	?	-10%	.	0%	i	1	i
COc1ccc2c(c1)c(=O)c(C(=O)c1ccccc1)cn2CC(=O)Nc1ccc2c(c1)OCO2	7%	.	.	-13%	.	-4	.
CS(=O)(=O)N1CCCC1c1noc(CCC(=O)NC2CCCCCC2)n1 (configuration not stated)	43%[activator]	i	-15%	11%	-4%	34	i
O=C([C@@H]1C[C@H](Oc2cccnc2)CN1C(=O)Nc1ccccc1F)N1CCOCC1	-15%	i	-12%	-11%	-2%	0	3%
CCn1nc(CC(C)C)cc1C(=O)N(C)Cc1cccc(-n2cccn2)c1	-9%	1%	7%	-4%	50µM*	-3	?
Cc1c(F)cccc1NC(=O)N1CCCC(c2noc(COc3ccccc3)n2)C1 (configuration not stated)	54%[activator]	-29%	11µM*	-12%[12.5 µM]	?	23	?
c1ccc(CN[C@@H]2C[C@@H]3CO[C@H](c4ccccc4)C[C@@H]3C2)cc1	.	.	.	.	?	5	-26%
CCOc1ccc(C2C(C(=O)Nc3ccccc3)=C(C)Nc3nc(-c4ccccc4)nn32)cc1OC (configuration not stated)	16%	.	.	-18%	.	13	.
CCOc1ccc(CCNC(=O)c2cc3c(s2)-c2ccccc2OC3)cc1OCC	21%	.	.	9%	.	-2	.
COc1ccc(N2CCN(S(=O)(=O)c3ccc(OC)c(-c4noc(C)n4)c3)CC2)cc1	-6%	.	.	7%	.	2	.
O=C(NCc1ccccc1Cl)C1CCCN(c2nc3ccccc3n3cccc23)C1 (configuration not stated)	20%	.	.	9%	.	-7	.
COc1ncc(-c2cc3c(nc2OC)nc(CC2CC2)n3C)cn1	-5%[87.6 µM]	-3%[88.5 µM]	-5%[172 µM]	-1%[87.6 µM]	-11%[172 µM]	7	?
Cn1c(=O)c2c(c3ccccc31)OC(=O)CC2c1cccc(F)c1 (configuration not stated)	-4%	.	.	-3%	.	-8	.
CCc1ccc(N2CC(c3ncon3)CC2=O)cc1 (configuration not stated)	-5%	4%	-20%	-6%	?	28	-21%
COc1ccc(C2=NOC(C(=O)NC(C)C)C2)cc1 (configuration not stated)	80%[activator]	i	-13%	3%	4%	-11	1%
CCN1CCCC1CNC(=O)CCc1ccc2c(c1)CN(C(=O)NC(C)C)CCO2 (configuration not stated)	-4%	i	.	2%	-6%	-1	-9%
CCS(=O)(=O)c1c(S(=O)(=O)CC)c2cc(C(C)(C)C)ccn2c1C(=O)c1ccc(F)cc1	-10%	.	.	1%	.	10	.
CC(=O)N1N=C(c2ccc(C)cc2)CC1c1cn(-c2ccccc2)nc1-c1cccs1 (configuration not stated)	35%[activator]	.	.	-6%	.	-3	.
COCC1CN(Cc2cnn(C(C)C)c2)CC12CCNCC2 (configuration not stated)	8%	?	-10%	-7%	-2%	1	-10%
CC(C)(C)NC(=O)c1oc2ccccc2c1NC(=O)c1ccccc1F	23%	.	.	?	.	1	.
O=C(C1CCC1)N1CCN(c2nnc3ccc(Cl)cn23)CC1	15%	i	-10%	-7%	-4%	42	-14%
COc1cccc(CNC(=O)Nc2ccc3c(c2)N(C)C(=O)c2ccccc2S3)c1	-62%	.	.	-15%	.	-18	.
CCc1nc2c(c(-c3ccc(O)cc3)n1)CCN(C(=O)c1ccccc1)CC2	-6%	i	.	-5%	-8%	0	-22%
Cc1ccc(CNC(=O)c2cc3sccc3n2Cc2ccc(Cl)cc2)cc1	3%	.	.	1%	.	-8	.
CC1CCN(c2ccc(NC(=O)c3cccc(Cl)c3)cc2C(=O)O)CC1	-3%	.	.	-1%	.	-17	.
Cn1ccc2c(C(=O)NCc3cccnc3)nc(-c3cncnc3)cc21	-2%[87.6 µM]	-13%[88.5 µM]	9%[172 µM]	6%[87.6 µM]	-21%[172 µM]	17	45µM*
Cc1cccc(C)c1-c1cc(C(=O)NCc2cccc(Cl)c2)c2cnn(C)c2n1	-2%	i	.	-4%	?	1	?

Copied from the entries so far (7 entries):
SMILES	SNCA expr inhib	GPT2 inh	FLuc inh	SNCA viab count	HEK293 tox	IP6K1 inhibitor	NIH3T3 tox
CCc1ccccc1NC(=O)c1ccc2nc(CCc3ccccc3)oc2c1	59%[activator]	.	.	-3%	.	5	.
Cn1c(CNC(=O)C2CCCN(Cc3ccncc3)CCC(=O)NCC2)nc2ccccc21 (configuration not stated)	-27%	i	4%	2%	i	-4	4%
O=C(Cc1ccc(F)cc1)N1CCC2(CC1)CC(N(Cc1ccccc1)C1CC1)CCO2 (configuration not stated)	14%	i	-6%	8%	?	-1	?
O=C(CNC(=O)c1cccc(-c2ccsc2)c1)NCC1CC1	28%[87.6 µM]	0%[88.5 µM]	.	-1%[12.5 µM]	?	8	-12%[138 µM]
Cc1cc(C)cc(NC(=O)CN(C)S(=O)(=O)c2ccc3[nH]c4c(c3c2)CCCC4)c1	?	.	.	-17%	.	16	.
COc1ccc(C2C(C(=O)Nc3ccc(C)cc3C)=C(C)Nc3nc(SC)nn32)cc1OC (configuration not stated)	1%	.	.	3%	.	0	.
CCOc1ccc(Sc2cc(C(=O)NCCc3ccccc3)c3ccccc3n2)cc1	12%	.	.	7%	.	12	.
